# Screening results: PubChem, National Center for Advancing Translational Sciences (NCATS)
# AmpC inh no detg: inhibitors of E. coli AmpC beta-lactamase without detergent. P00811. AmpC nitrocefin hydrolysis, absorbance 480 nm, 0.0001% Triton. Potency, µM (highest dose often 57.1 µM), for the others: at the top dose activity change, negative = inhibition, usual class: inhibitors. 0.52% of 330,000 active. AID 485341;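 also: potency is read from the fitted curve at half-maximal effect; plate controls were no compound for no effect and no enzyme for full effect; nearly all actives have a fitted effect of over 20% in size; some results filed as inactive show a strong effect at the top dose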
# Target sequence (P00811 whole entry, looked up): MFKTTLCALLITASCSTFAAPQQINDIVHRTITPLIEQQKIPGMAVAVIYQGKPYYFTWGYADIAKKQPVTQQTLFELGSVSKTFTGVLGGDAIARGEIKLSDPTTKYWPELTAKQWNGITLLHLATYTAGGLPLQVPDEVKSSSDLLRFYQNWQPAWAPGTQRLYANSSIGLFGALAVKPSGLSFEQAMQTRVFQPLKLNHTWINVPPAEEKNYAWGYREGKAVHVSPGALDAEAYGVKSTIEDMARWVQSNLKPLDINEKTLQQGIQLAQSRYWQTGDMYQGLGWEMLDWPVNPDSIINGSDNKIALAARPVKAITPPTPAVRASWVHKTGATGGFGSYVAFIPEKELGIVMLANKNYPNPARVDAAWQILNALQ
#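 AmpC (5.3 nM in the dispensed reagent) in 20 mM phosphate pH 7.0 with 0.01% (detergent screen) or 0.0001% Triton X-100 was preincubated with compounds for 15 min at room temperature. Nitrocefin was then added from an 800 uM solution, and hydrolysis was followed at 480 nm.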
# AmpC inh detg: inhibitors of E. coli AmpC beta-lactamase with detergent; P00811; AmpC hydrolysis of nitrocefin, absorbance 480 nm, 0.01% Triton; Potency, µM (highest dose often 114 µM), for the others: top-dose activity change, negative = inhibition, most hits filed as inhibitors; 0.041% of 370,000 active;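 also: potency is read from the fitted curve at half-maximal effect; 0% = no-compound wells and -100% = no-enzyme wells; nearly all actives have a fitted effect of over 25% in size; some results filed as inactive show a strong effect at the top dose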
#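 20 mM phosphate pH 7.0 + 0.01% (detergent screen) or 0.0001% Triton X-100; 5.3 nM AmpC reagent; cpd preinc 15 min RT; nitrocefin (800 uM stock) to start; A480 q20 s × 4 min; Activity was normalised to no-enzyme and no-compound control wells.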
# Giardia FBPA inh: Giardia lamblia aldolase inhibition; A8B2U2; purified Giardia FBPA; Potency, µM (highest dose often 59.6 µM), for the others: top-dose activity, negative = inhibition, usual class: inhibitors; 0.71% of 290,000 active; AID 2451; also: potency is read from the fitted curve at half-maximal effect; % is scaled to controls: 0 for no effect and ±100 for the full control effect; nearly all actives have a fitted effect of over 55% in size
# Target sequence (A8B2U2 whole entry, looked up): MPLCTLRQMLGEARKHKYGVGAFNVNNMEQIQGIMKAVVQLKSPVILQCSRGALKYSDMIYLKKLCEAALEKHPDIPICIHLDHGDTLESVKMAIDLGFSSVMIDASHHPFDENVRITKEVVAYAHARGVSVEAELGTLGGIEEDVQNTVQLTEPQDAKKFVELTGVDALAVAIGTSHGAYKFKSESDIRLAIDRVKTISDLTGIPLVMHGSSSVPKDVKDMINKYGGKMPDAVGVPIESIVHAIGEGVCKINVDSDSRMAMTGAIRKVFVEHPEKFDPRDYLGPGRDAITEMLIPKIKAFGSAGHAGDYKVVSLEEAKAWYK
#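 Giardia FBPA (40 nM reagent) was preincubated 10 min at RT with compound (up to 57.5 uM final), then substrate plus GAPDH/TPI/NAD/arsenate coupling system with diaphorase/resazurin was added; resorufin fluorescence (525/598 nm) was read after 20 min.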
# AMA1 RON2 block: disrupts binding of P. falciparum AMA1 to RON2; 0.2% of 360,000 active; AlphaScreen AMA1-biotinylated RON2 peptide binding; Potency, µM (top dose mostly 58.2 µM), inactives show at the top dose activity change, negative = inhibition, actives largely listed as inhibitors; AID 720542;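 also: potency is read from the fitted curve at half-maximal effect; 0% = vehicle wells and -100% = peptide control; nearly all actives have a fitted effect of over 45% in size; some results filed as inactive show a strong effect at the top dose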
#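 AMA1 (3D7) with his tag at 25 nM final met compounds first, then biotinylated RON2 peptide at 25 nM; detection used donor plus acceptor beads, 10 µg/mL apiece, read by AlphaScreen after 30 min at room temperature.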
# HCMV antiviral: inhibitors of human cytomegalovirus; HFF cells, HCMV-luciferase reporter, 72 h; hits give low values; activity change, negative = inhibition, % at 57.5 µM; 4.5% of 410,000 active; in the data active = activity change below about -60%; inconclusive = no clear call, values can overlap the other calls; inactive = above about -39%; also: % is scaled to controls: 0 for no effect and ±100 for the full control effect
#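 Two-dose cell screen: HFF monolayers treated with compounds and infected with luciferase-expressing HCMV at 1 PFU/cell, 72 h at 37C, then lysed for luciferase measurement.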
# Cycloheximide cs: affects cycloheximide protein synthesis inhibition readout, counter-screen | 12% of 300,000 active | max response, % | AID 2314 | cell reporter, cycloheximide protein synthesis inhibition counterscreen; in the data active = max response mostly above about 13%, no sharp cut-off; inactive = mostly below about 14%; also: read at 38.3 µM for the half of the compounds with a filed dose; 0% is about no effect
# Shiga inhibitor: inhibitors of Shiga toxin in Vero cells | 9.2% of 290,000 active | inhibition, % at 38.7 µM | AID 2315 | Vero cells, Shiga toxin protein synthesis inhibition reporter; in the data active = inhibition mostly above about 28%, no sharp cut-off; inactive = mostly below about 43%; also: 0% is about no effect
# The depositor's hits bear a star; ? = inconclusive; . = not tested or not shown; & = joins results of further samples; [ ] = dose if it differs, or a comment. Unless noted, calls follow the shape of the dose curve; as a rule, active = well fitted curve in the direction sought with a large enough effect; inconclusive = small, poorly fitted or top-dose-only effect, or another doubt; inactive = no such curve, though single readings can be large; an effect the other way counts as inactive or inconclusive.
cpd	Compound	AmpC inh no detg	AmpC inh detg	Giardia FBPA inh	AMA1 RON2 block
1	CCCOC(=O)c1sc2nc3c(cc2c1N)C(=O)CCC3	-21%	?	-1%	6%
2	COc1cc(Cl)c(C)cc1NC(=O)CNC(C)c1ccccc1OC (stereo unspecified)	47%	-7%	0%	-22%
3	CC(C)c1cc(CN2CCOCC2)cc(C(C)C)c1O	-12%	1%	7%	1%
4	O=C(COC(=O)/C=C/c1cccs1)NC(=O)Cc1ccccc1	-10%[11.4 µM]	-5%	-1%	-2%
5	O=C(Cn1cnc2ccccc21)NCc1ccccc1	-15%	-11%	3%	-8%
6	O=c1c(O)c(-c2ccc(O)cc2O)oc2cc(O)cc(O)c12	-17%	-5%	-18%&3%&6%&0%	.
7	CC(=O)Nc1ccc(S(=O)(=O)c2ccc(N)cc2)cc1N	-14%	?	6%	0%
8	Cc1cc(OC(=O)c2cc(F)c(F)cc2Cl)nc(C)n1	-12%	-13%	3%	7%
9	O=CN1CCCN(C(=O)CC2C(=O)NCCN2Cc2cccc(Oc3ccccc3)c2)CC1 (stereo unspecified)	163%[activator]	3%	.	15%
10	COc1ccc(NS(=O)(=O)c2cc(NC(=O)c3ccc(Cl)cc3)ccc2N2CCOCC2)cc1	0%	.	.	-6%

cpd	HCMV antiviral	Cycloheximide cs	Shiga inhibitor
1	28	11	42
2	4	0	-10
3	36	-1	15
4	-26	-1	6
5	-6	3	-1
6	.	1	-4
7	?	-3	-16
8	1	1	-14
9	-33	-2	-8
10	?	.	.

# Molecules above that have nitrogen in an aromatic ring:
cpd	Compound	AmpC inh no detg	AmpC inh detg	Giardia FBPA inh	AMA1 RON2 block
1	CCCOC(=O)c1sc2nc3c(cc2c1N)C(=O)CCC3	-21%	?	-1%	6%
5	O=C(Cn1cnc2ccccc21)NCc1ccccc1	-15%	-11%	3%	-8%
8	Cc1cc(OC(=O)c2cc(F)c(F)cc2Cl)nc(C)n1	-12%	-13%	3%	7%

cpd	HCMV antiviral	Cycloheximide cs	Shiga inhibitor
1	28	11	42
5	-6	3	-1
8	1	1	-14

# Carrying on.
cpd	Compound	AmpC inh no detg	AmpC inh detg	Giardia FBPA inh	AMA1 RON2 block
11	CSCC(O)Cn1[nH]c(=O)c2cc(Cl)c(Cl)cc2c1=O (stereo unspecified)	-21%	0%	-3%	0%
12	NC(=O)c1ccccc1NC(=O)NC1CCCCC1	-13%	?	0%	10%
13	COCCCn1c(SCC(=O)Nc2ccc3c(c2)OCCO3)nnc1-c1ccoc1C	4%	-11%	6%	11%
14	O=C(CSc1ccccc1)NCc1ccccn1	-11%	-14%	0%	35%[activator]
15	O=C(COC(=O)c1cccnc1Nc1ccccc1F)NC1CC1	-13%	-1%	3%	-1%[11.6 µM]
16	O=C(O)c1ccc(NS(=O)(=O)c2ccc(Cl)c(C(=O)Nc3ccccc3)c2)cc1	-36%	-6%&10%	10%	1%
17	COC(=O)Cc1c(C)nc2nc(-c3ccc(Cl)cc3)[nH]n2c1=O	-8%	-12%	-21%	-1%
18	O=C(CC1SC(=Nc2ccccc2)N(CCc2ccccn2)C1=O)Nc1ccc(F)cc1 (stereo unspecified)	17%	-16%	-4%	17%
19	Cc1cc([N+](=O)[O-])nn1CC(=O)Nc1c(C)n(C)n(-c2ccccc2)c1=O	-26%	-4%	5%	-6%
20	CC(C)(C)OC(=O)NCCc1nnc(SCc2ccc(Cl)cc2Cl)o1	105%[activator]	-1%	-3%	30%

cpd	HCMV antiviral	Cycloheximide cs	Shiga inhibitor
11	144	1	-1
12	-2	-6	10
13	-18	27*	76*
14	-19	12	-8
15	77	14*	28
16	54&4	3	4
17	2	-6	-8
18	?	10	-5
19	-25	2	3
20	?	-2	12

cpd	Compound	AmpC inh no detg	AmpC inh detg	Giardia FBPA inh	AMA1 RON2 block
21	COCCOC(=O)C1=C(C)Nc2nc(C)nn2C1c1ccc(F)cc1 (stereo unspecified)	-2%	13%	11%	-2%&2%
22	O=C(/C=C/c1ccc(Cl)cc1)N1CCN(Cc2ccccc2)CC1	102%[activator]	-1%	11%	?
23	CN1CCCCc2c1[nH]c1ccccc1c2=O	-15%	-4%	-13%	6%
24	Cc1cccc(C)c1NC(=O)CNC(=O)CCNC(=O)c1ccco1	-21%	0%	.	-5%
25	CCC(C)C(=O)Nc1ncc2c(n1)CC(c1cccs1)CC2=O (stereo unspecified)	-18%	-8%	0%	-8%
26	CSCC[C@H](NC(=O)OC(C)(C)C)C(=O)NCC1CCC(C(=O)N[C@@H](Cc2ccccc2)C(=O)O)CC1 (stereo partly specified)	-4%	0%	3%	8%
27	COc1cc(CNc2ccc(CNc3ncn[nH]3)cc2)cc(Cl)c1OCc1ccccc1	-1%	?	-13%	-9%
28	N#C/C(=C\c1cccc([N+](=O)[O-])c1)c1nnc2n1CCCCC2	-12%	?	2%	9%
29	Cc1c(C(=O)N2CCC3(CC2)OCCO3)sc2ncnc(N3CCc4ccccc4C3)c12	168%[activator]	1%	1%	-6%
30	CNC(=O)C1CCN(C(=O)c2ccc(-c3ccccc3)cc2)CC1	72%[activator]	3%	0%	1%

cpd	HCMV antiviral	Cycloheximide cs	Shiga inhibitor
21	6&39	-3	17
22	32	9	25*
23	11	0	-10
24	-14	.	.
25	-5	-5	-28
26	8	-6	16
27	-20	9	12
28	-69*	-2	-6
29	?	7	57
30	4	13	22

# At a glance, some entries already given.
cpd	Compound	AmpC inh no detg	AmpC inh detg	Giardia FBPA inh	AMA1 RON2 block
29	Cc1c(C(=O)N2CCC3(CC2)OCCO3)sc2ncnc(N3CCc4ccccc4C3)c12	168%[activator]	1%	1%	-6%
30	CNC(=O)C1CCN(C(=O)c2ccc(-c3ccccc3)cc2)CC1	72%[activator]	3%	0%	1%

cpd	HCMV antiviral	Cycloheximide cs	Shiga inhibitor
29	?	7	57
30	4	13	22

# Remaining list, next part.
cpd	Compound	AmpC inh no detg	AmpC inh detg	Giardia FBPA inh	AMA1 RON2 block
31	N#Cc1c2c(c(Nc3ccc(O)cc3)n3c1nc1ccccc13)CCC2	-33%	?	-8%	-3%
32	COc1ccc(-n2c(Cc3cc(=O)[nH]c(=O)[nH]3)nnc2SCC(=O)N2CCCC2)cc1	-3%	-13%	-2%	3%
33	CC(Sc1nc(N)cc(=O)[nH]1)C(=O)Nc1sc2c(c1C#N)CCCC2 (stereo unspecified)	-6%	-7%	3%	-7%
34	Oc1cccc(/C=N/N=C/c2cccc(O)c2O)c1O	-17%	-12%	-15%	66%[activator]
35	CSc1nc2[nH]ncc2c(=O)[nH]1	-2%	?	1%	27%
36	CCOC(=O)CSc1nc2cc(C(=O)OC)ccc2c(=O)n1CCN1CCOCC1	-8%	0%	2%	2%
37	CC1CCN(CC(=O)Nc2ccc3c(c2)OCO3)CC1	-5%	?	.	-4%
38	COc1ccccc1-n1cc(-c2ccccc2)c2c(=S)nc[nH]c21	13%	-2%	-1%	-5%
39	Cc1ccc(/C=N/NC(=O)CNC(=O)COc2ccccc2)cc1	-26%	?	6%	22%[2.32 µM]
40	Clc1cccc(C2=NOC(c3nnc(-c4ccccc4)o3)C2)c1 (stereo unspecified)	-39%	-3%	-5%	8%

cpd	HCMV antiviral	Cycloheximide cs	Shiga inhibitor
31	-39	-2	-11
32	8	-4	-5
33	-66*	-7	3
34	-11	30*	18
35	-6	0	-10
36	-8	1	-1
37	53	.	.
38	-69*	11	-5
39	-61*	-3	15
40	-16	-2	-3

cpd	Compound	AmpC inh no detg	AmpC inh detg	Giardia FBPA inh	AMA1 RON2 block
41	CNC(=O)C12CC3CC(C1)CC(c1ccc(C)cc1)(C3)C2	50%	-13%	12%	0%
42	COc1ccc(N(CC(=O)NC2CC3CCC2C3)S(=O)(=O)c2ccccc2)cc1Cl (stereo unspecified)	61%[activator]	-4%	.	3%
43	O=C(Nc1ccccc1N1CCOCC1)c1ccc([N+](=O)[O-])o1	-10%	3%	.	7%
44	CCC(C)(C)NC(=O)CN(C(=O)c1snc(C(N)=O)c1N)c1ccc2nc(C)sc2c1	-16%	-4%	3%	5%
45	O=C(NCCC1=CCCCC1)C(c1ccccc1)c1ccccc1	-18%	1%	1%	2%
46	O=C(C1CCN(S(=O)(=O)c2cccc3nsnc23)CC1)N1CCn2c1nc1ccccc12	-7%	-9%	2%	9%
47	c1ccc(CNc2nc3ccccc3[nH]2)cc1	-27%	-11%	4%	5%
48	CC(=O)N1CCc2cc(S(=O)(=O)CCC(=O)NCCc3ccccc3)ccc21	-7%	3%	.	5%
49	Cc1cc(C)n(C(=O)c2ccc([N+](=O)[O-])cc2N)n1	-5%	-4%	-12%	3%
50	Cc1ccccc1-c1nnc(SCC(=O)NC2CCS(=O)(=O)C2)n1C (stereo unspecified)	-19%	.	.	-2%

cpd	HCMV antiviral	Cycloheximide cs	Shiga inhibitor
41	31	3	.
42	-26	8	-6
43	9	-1	-17
44	-31	-2	5
45	-2	-2	-14
46	.	-2	-9
47	88	26*	174
48	-10	-3	10
49	6	-4	20
50	-21	.	.

cpd	Compound	AmpC inh no detg	AmpC inh detg	Giardia FBPA inh	AMA1 RON2 block
51	CC1CCN(c2ccc3nnc(CCC(=O)Nc4cccc(F)c4)n3n2)CC1	54%	-4%	3%	-3%
52	CCOC(=O)c1c(NC(=O)/C=C/C(=O)O)sc(C)c1-c1ccc(Cl)cc1	-13%	-14%	29%	-7%
53	O=C(O)Cn1c(=O)c2c3c(sc2n(Cc2ccccc2)c1=O)CCCC3	-26%	-1%	5%	-10%
54	CCOC(=O)COc1ccc(S(=O)(=O)NCc2cccnc2)cc1	-4%	?	1%	5%
55	COc1ccccc1C1=NOC(COc2ccc3c(C)cc(=O)oc3c2)C1 (stereo unspecified)	2%	0%	0%	-2%
56	COc1ccc(Br)cc1/C=N/n1nnnc1N	-20%	1%	-8%	-13%
57	O=C(CSc1nnc(C2COc3ccccc3O2)o1)N1CCCc2ccccc21 (stereo unspecified)	29%	?	-1%	-6%
58	Nc1ccc(Nc2ccccc2)c(Cl)c1	-26%	-6%	-2%	-19%
59	CCOC(=O)COc1ccccc1/C=C1\NC(=O)NC1=O	-13%	-10%	13%	22%
60	CCOC(=O)N/N=C\C=C\c1ccc2c(c1)OCO2	-22%	-10%	0%	-18%
61	O=C(COC(=O)C1CCN(S(=O)(=O)c2cccs2)CC1)Nc1ccccc1Br	-17%	-8%	3%	-4%
62	O=C(COc1ccccc1)N1CCN=C1c1ccccc1	-12%	-10%	-2%	3%
63	O=S(=O)(c1ccc(F)cc1)N1CCN=C1SCc1cccc(F)c1	-5%	2%	.	27%

cpd	HCMV antiviral	Cycloheximide cs	Shiga inhibitor
51	-12	2	-2
52	-10	0	-27
53	28	-5	-16
54	-13	-2	-3
55	-95*	9	14
56	-32	-9	-10
57	23	0	3
58	-1	27*	52*
59	11	0	-12
60	-15	35*	58
61	-14	3	11
62	17	-2	-10
63	-18	8	-6
